# KB-3-1 cytotox = qHTS assay for MDR1-selective chemotherapeutics: Primary screen using the parental adenocarcinoma cell KB-3-1; Potency, µM (series often up to 46.1 µM), inactives show top-dose activity change, negative = cytotoxic, usual class: cytotoxic; 400,000 tested, 1.4% active; AID 1347075, 2019; KB-3-1 viability, CellTiter-Glo ATP luminescence, 72 h; note: potency is the fitted concentration of half-maximal effect; % is set by controls: 0 for no effect and ±100 for the full control effect; nearly all actives have a fitted effect of over 60% in size
#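 Here the drug-naive KB-3-1 line serves as comparator for MDR sub-line selectivity; cells received compound titrations, 72 h at 37 °C, then CellTiter-Glo readout.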
# HT1080-NT tox = qHTS for induction of synthetic lethality in tumor cells producing 2HG: qHTS for the HT-1080-NT fibrosarcoma cell line | HT-1080-NT fibrosarcoma viability, CellTiter-Glo ATP luminescence, 48 h | Potency, µM (highest dose often 46.1 µM), inactives show at the highest dose activity, negative = less viability, hits mostly cytotoxic | 360,000 tested, 1.6% active;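 note: NT is the 2HG producing partner of a matched IDH1 knockdown line; potency is the fitted concentration of half-maximal effect; 0% = DMSO-treated cells and -100% = media-only wells without cells; nearly all actives have a fitted effect of over 55% in size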
#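 750 cells/well, RPMI + 5% FBS; 2 h settle, compound pin-transfer, 48 h at 37 degrees C. CellTiter-Glo 10 min RT, luminescence. Normalized to DMSO and media-only wells.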
# S2 tox = Viability Counterscreen for Primary qHTS for Inhibitors of ATXN expression | S2 cells (HEK-293 line with an ATXN2-luciferase reporter) viability, CellTiter-Fluor protease fluorescence, 24 h | Potency, µM (titrated, usually from 56.7 µM), usual class: cytotoxic | 400,000 tested, 0.49% active; note: potency is the fitted concentration of half-maximal effect; nearly all actives have a fitted effect of over 40% in size
# MCF10A rerep = A quantitative high throughput screen for small molecules that induce DNA re-replication in MCF 10a normal breast cells; Potency, µM (top dose mostly 46.1 µM), for the others: top-dose activity, positive = re-replication, actives largely listed as activators; MCF 10A DNA re-replication, Hoechst nuclear intensity, 48 h; 350,000 tested, 2.9% active; AID 624296, 2012; note: potency is the fitted concentration of half-maximal effect; % of control where 0% means no effect; nearly all actives have a fitted effect of over 50% in size
# HT1080 IDH1KD tx = qHTS for induction of synthetic lethality in tumor cells producing 2HG: qHTS for the HT-1080-IDH1KD cell line; AID 686971, 2013; Potency, µM (highest dose often 46.1 µM), for the others: at the highest dose activity, negative = toxicity, hits mostly cytotoxic; 360,000 tested, 2% active; HT-1080 IDH1 knockdown viability, ATP luminescence, 48 h;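 note: potency is the fitted concentration of half-maximal effect; 0% = DMSO wells and -100% = cell-free medium wells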
#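 After a 2 h attachment period, IDH1KD HT-1080 cells took pin-transferred compound for 48 h at 37 °C; ATP-based luminescence after 10 min room-temperature reagent incubation reported viability.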
# ATXN2 expr inh = Primary qHTS for Inhibitors of ATXN expression | HEK-293 ATXN2-luciferase reporter, luminescence, 24 h | 360,000 tested, 0.72% active | Potency, µM (titrated, usually from 57 µM), without a hit: at the top dose activity change, negative = inhibition, most hits filed as inhibitors; note: potency is the fitted concentration of half-maximal effect; % is set by controls: 0 for no effect and ±100 for the full control effect; nearly all actives have a fitted effect of over 55% in size
#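 qHTS (up to 57 uM final) was run with 24 h compound exposure of reporter cells at 37 °C. Each well was multiplexed: SteadyGlo luminescence measured ATXN2-luciferase expression after a fluorogenic Gly-Phe-AFC viability readout (25 uM final).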
# IL1B secr inh = qHTS for Inhibitors of Inflammasome Signaling: IL-1-beta AlphaLISA Primary Screen | THP-1 LPS/ATP IL-1B secretion, AlphaLISA, 16 h; active compounds read low | activity change, % at 57.5 µM | 360,000 tested, 4.7% active | AID 743279, 2014; in the data active = activity change below about -50%; inconclusive = mostly about -30% to -49%; note: % is set by controls: 0 for no effect and ±100 for the full control effect
#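 THP-1 cells pretreated 1 hr with compounds (up to 57.5 uM final), then stimulated with LPS (250 ng/mL final) plus ATP (1.25 mM final); secreted IL-1B measured by AlphaLISA after 16 hr, decreased signal indicating inhibition.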
# HepG2 viability = qHTS for Inhibitors of TGF-b: Cytotox Counterscreen | HepG2 CAGA-GFP viability, ATP luminescence, 18 h | Potency, µM (highest dose often 46.1 µM), inactives show at the highest dose activity change, negative = cytotoxicity, hits mostly cytotoxic | 410,000 tested, 0.76% active | AID 588856, 2011; note: potency is the fitted concentration of half-maximal effect; some results filed as inactive show a strong effect at the top dose
#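 CellTiter-Glo luminescence gave cytotoxicity after 18 hours at 37 degrees C. The cells were HepG2 CAGA-GFP in 1% FBS DMEM, stimulated with 500 pg/mL TGF-beta after compound addition. %Activity was normalised to no-cell wells (complete cell-killing) and DMSO (no toxicity), and curves were fitted and classified.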
# SW480 rerep = A quantitative high throughput screen for small molecules that induce DNA re-replication in SW480 colon adenocarcinoma cells; SW480 DNA re-replication, Hoechst DNA content imaging, 48 h; Potency, µM (top dose mostly 46.1 µM), without a hit: at the highest dose re-replication activation, most hits filed as activators; 340,000 tested, 1.8% active; note: potency is the fitted concentration of half-maximal effect; % of control where 0% means no effect; nearly all actives have a fitted effect of over 55% in size
#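 DNA re-replication was detected as more nuclei of elevated Hoechst intensity after 48 hr exposure to compound (23 nL pinned per well of 250 cells).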
# Starred values were filed as active, the others as inactive; i = inactive; ? = inconclusive; . = not tested or not shown; & = joins results of further samples; [ ] = another dose, or the depositor's remark. Unless noted, calls come from the whole dose curve; as a rule, active = well fitted curve in the direction sought with a large enough effect; inconclusive = small, poorly fitted or top-dose-only effect, or another doubt; inactive = no such curve, though single readings can be large; an effect the other way counts as inactive or inconclusive.
SMILES,KB-3-1 cytotox,HT1080-NT tox,S2 tox,MCF10A rerep,HT1080 IDH1KD tx,ATXN2 expr inh,IL1B secr inh,HepG2 viability,SW480 rerep
OCC[C@@H]1C[C@H](O)[C@@H](O)[C@@]2(OCc3ccc(CO)cc32)O1,?,-1%,i,.,4%,4%,-17,-35%,.
CCN(CC)C(=O)c1cn(-c2cccc(OC)c2)c(=O)c2ccccc12,15%,1%,i,1%,-1%,6%,0,-22%,-8%
Cc1ccc(CCN2CC(C(=O)NC3CCCC3)CC2=O)cc1 (stereo unspecified),0%,15%,i,12%,8%,6%,-1,-14%,-3%
CCCC1C2C(=O)N(c3ccccc3)C(=O)C2ON1c1ccccc1 (stereo unspecified),11%,-7%,?,-1%,0%,-1%,13,-11%,-3%
Cc1cccc(NC(=O)Cn2c(=O)ccc3cc(S(=O)(=O)N4CCCC4)ccc32)c1C,-1%,.,i,.,.,4%,.,-26%,.
O=C(CSc1nnc(-c2ccccc2F)o1)N1CCCC1,-1%,0%,i,-2%,2%,20%,-12,-2%,?
O=C(c1ccc2nc(N3CCOCC3)sc2c1)N1CCN(C(=O)c2ccco2)CC1,9%,0%,i,-5%,-1%,8%,-3,7%,0%
O=c1oc(CCCO)cc2ccc(/C=C/c3cccc([N+](=O)[O-])c3)cc12,17%,14%,i,18%,18%,34%[activator],11,-21%,-4%
Cc1cccc(CCN2C(N(C)C)=NC[C@@H]2C)c1,-2%,1%,i,23%,6%,5%,20,1%,3%[9.22 µM]
Cc1ccc2oc(=O)n(Cc3ccccc3Cl)c2c1,4%,.,i,.,.,9%,.,-6%,.
Cc1ccc(S(=O)(=O)N2CCCOC2CNC(=O)C(=O)NCc2ccncc2)cc1 (stereo unspecified),12%,9%,?,-6%,11%,5%,0,2%,-1%
O=C(Nc1nc(-c2ccc(Cl)cc2Cl)cs1)c1ccc(OCC2CCCO2)cc1 (stereo unspecified),-12%,?,i,16%,?,-10%[11.3 µM],2,1%,-10%
COC(=O)c1ccc2nc(-c3ccc(C)cc3)c(CC3CCCCC3)n2c1,0%,-17%,?,.,-4%,8%,9,-27%,.
O=C1NCCCC1C(=O)NCCN1C(=O)CCC1=O (stereo unspecified),-12%,2%,i,-1%,-1%,-4%,40,-2%,2%
Cc1c(NC(=O)COC(=O)c2ccccc2Cl)c(=O)n(-c2ccccc2)n1C,0%,-3%,i,3%,4%,13%,-2,6%,2%
Cc1ccc(CNC(=O)c2cc(-c3ccc(C)cc3)nc3n[nH]c(-c4cccc([N+](=O)[O-])c4)c23)cc1,7%,.,i,.,.,6%,.,-1%,.
O=C(Nc1c(F)cccc1F)c1cnc(N2CCN(c3ccccn3)CC2)c2ccccc12,?,-18%,?,20%,-15%,?,?,-2%,15%
Oc1c(CN2CCN(c3ccccc3)CC2)cc(Br)c2cccnc12,?,?,?,-2%,?,4.5µM*,53,-42%,18µM*
O=C(O)c1cc(C(=O)C2CC2)c[nH]1,17%,23%,i,-2%,10%,-4%,2,-26%,-92%[inhibitor]
COc1ccccc1N(CC(O)CN1C(C)CCCC1C)S(=O)(=O)c1ccccc1 (stereo unspecified),3%,24%,i,-5%,18%,-18%,-3,-19%,-15%
CCOc1cccc(NC(=O)C2CC(=O)N(C)C(=Nc3cccc(OC)c3)S2)c1 (stereo unspecified),?,.,?,.,.,?,.,-77%,.
COC(=O)COc1ccc(S(=O)(=O)Nc2ccccc2C(=O)OC)cc1,0%,21%,i,?,30%,0%,-6,0%,9%
Cc1ccc(S(=O)(=O)N2[C@@H](c3ccc4c(c3)OCO4)C(C(=O)O)=C[C@H]2C(C)(C)C)cc1,0%,7%,?,-8%,0%,1%,11,-13%,-6%
COc1ccc(C(CC(=O)c2ccccc2)C2CCCCC2=O)cc1 (stereo unspecified),-13%,6%,i,15%,-7%,-7%,-3,-33%,19%
Cc1cc(C)cc(C(=O)NCCC(=O)NCc2cc(=O)n(C)c(=O)n2C)c1,2%,-1%,i,-5%,10%,7%,5,2%,?
Cc1cccn2c(=O)c3cc(C(N)=S)c(=N)n(CCCN4CCOCC4)c3nc12,16%,-14%,i,?,-4%,?,-14,-40%,8.2µM*
O=C1CN(S(=O)(=O)c2ccc(Cl)cc2)CC(=O)N1CCc1ccccc1,12%,3%,i,2%,1%,5%,-22,7%,-2%
COc1ccc(Cl)cc1CN1CCN(c2nc(C)cc(C)c2C#N)CC1,?,-23%,i,17%,-20%,-11%,-20,-15%,25%
O=S(=O)(c1cccc(-c2nc3n(n2)Cc2ccccc2-3)c1)N1CCCC1,-2%,-6%,i,23%,12%,9%,-23,-10%,?
Fc1ccc(COc2ccc(Cl)cc2/C=N/Nc2nc(N3CCCC3)nc(N3CCCC3)n2)cc1,0%,17%,i,4%,8%,0%,-21,5%,6%
CC(C)NS(=O)(=O)c1ccc(CCC(=O)N2CCCCC2)cc1,17%,7%,i,-7%,10%,16%,15,16%,-3%
CCCCCN(C(=O)CCC(=O)OCC(=O)c1cccc(OC)c1)c1c(N)n(CCCC)c(=O)[nH]c1=O,8%,-1%,?,?,14%,1%,27,6%,1%
Cc1ccc(-c2cc(C(=O)NCCc3ccccn3)c3ccccc3n2)c(C)c1,-15%,1%,i,7%,5%,3%,?,11%,-3%
COc1ccc(N2CCN(C(=O)c3ccc(CS(=O)(=O)c4ccc(Br)cc4)o3)CC2)cc1,-12%&-3%,7%,i,1%,22%,-3%&-7%,-5,-27%&-13%,-12%
CCCOc1ccc(-c2nc(-c3ccc([N+](=O)[O-])cc3)cs2)cc1,-10%,7%,i,1%,6%,.,0,3%,-2%
COc1ccccc1/C=C/c1onc(C)c1S(=O)(=O)N1CCC(C(=O)NC(C)C)CC1,?,-1%,i,19%,0%,2%,34,-15%,5%
COc1cc(C)ccc1OCC(=O)Nc1nnc(C2CC2)s1,2%,2%,i,7%,-3%,7%,4,8%,-8%
Cc1csc(=O)n1CC(=O)OC(C)C(=O)Nc1ccc(F)c(F)c1F (stereo unspecified),9%,13%,i,?,0%,16%,-3,13%,-14%
CC(C)(C)OC(=O)C[C@H]1C/C=C\C[C@H](CC(=O)NCCO)C(=O)NC[C@@H](c2ccccc2)OC1=O,1%,4%,i,6%,12%,7%,-6,5%,-12%
COc1cc2c(cc1OC)C(COc1ccc(F)cc1)N(C(=O)c1ccco1)CC2 (stereo unspecified),13%,-2%,i,?,?,-5%,-16,-16%,?
CCN(CC(=O)NCc1cccs1)S(=O)(=O)c1ccc(NC(C)=O)cc1,0%,-9%,i,-5%,-1%,.,-6,15%,-32%
O=C(NCCC1CCCCN1S(=O)(=O)c1ccccc1)C(=O)NC1CCCC1 (stereo unspecified),0%,1%,i,3%,3%,4%,-3,-2%,-2%
S=c1[nH]c(-c2ccccc2)cn1/N=C/c1cccnc1,-4%,-2%,i,1%,1%,.,48,-55%,-9%
O=C(NCc1n[nH]c(=S)n1-c1ccccc1)c1ccc(S(=O)(=O)N2CCOCC2)cc1,3%,9%,i,-5%,-4%,2%,-2,-7%,-4%
CCOC(=O)c1cc(C(=O)NN)c(C)nc1C,18%,3%,i,7%,17%,3%,25,-1%,?
Cc1ccc2nc(SCc3cn4cccnc4n3)[nH]c2c1,-2%,8%,i,-2%,5%,4%,-13,-2%,-2%
COc1ccc(C)cc1S(=O)(=O)NCCc1ccccc1,3%,5%,i,15%,-5%,-6%,-12,-7%,6%
Cc1ccc(NC(=O)COc2ccc(C3SCCS3)cc2)cc1,2%,-2%,i,7%,-3%,-2%,2,7%,-1%

# Compounds shown so far that contain bromine:
SMILES,KB-3-1 cytotox,HT1080-NT tox,S2 tox,MCF10A rerep,HT1080 IDH1KD tx,ATXN2 expr inh,IL1B secr inh,HepG2 viability,SW480 rerep
Oc1c(CN2CCN(c3ccccc3)CC2)cc(Br)c2cccnc12,?,?,?,-2%,?,4.5µM*,53,-42%,18µM*
COc1ccc(N2CCN(C(=O)c3ccc(CS(=O)(=O)c4ccc(Br)cc4)o3)CC2)cc1,-12%&-3%,7%,i,1%,22%,-3%&-7%,-5,-27%&-13%,-12%

# (continued)
SMILES,KB-3-1 cytotox,HT1080-NT tox,S2 tox,MCF10A rerep,HT1080 IDH1KD tx,ATXN2 expr inh,IL1B secr inh,HepG2 viability,SW480 rerep
CC(C)(C)C(c1nc2ccccc2[nH]1)n1c(-c2cccc(S(C)(=O)=O)c2)nc2ccccc21 (stereo unspecified),6%,2%,.,.,9%,.,?,.,.
CCOC(=O)c1ccc(NC(=O)CC2S/C(=N/N=C3/NC(=O)CS3)NC2=O)cc1 (stereo unspecified),25%,-21%,i,16%,-20%,5%,24,3%,4%
Cc1ccc(C(=O)N/C(=C\c2ccccc2)C(=O)NCC2CCCO2)cc1 (stereo unspecified),1%,1%,i,-3%,0%,-5%,6,-7%,-1%
O=C(CCn1ccnc1)Nc1cc(Cl)ccc1O,0%,2%,i,2%,1%,-23%,10,22%,8%
Cc1ccc2c(c1)cc1c(=O)[nH]ncn12,-4%,-14%,i,-3%,-11%,26%,7,1%,-57%[inhibitor]
COc1ccc(S(=O)(=O)N2CCc3ccccc32)cc1C(=O)N1CCOCC1,0%,-12%,i,14%,-2%,0%,18,-6%,-413%[inhibitor]

# 2 compounds drawn at random from those above:
SMILES,KB-3-1 cytotox,HT1080-NT tox,S2 tox,MCF10A rerep,HT1080 IDH1KD tx,ATXN2 expr inh,IL1B secr inh,HepG2 viability,SW480 rerep
O=C(CCn1ccnc1)Nc1cc(Cl)ccc1O,0%,2%,i,2%,1%,-23%,10,22%,8%
CCOC(=O)c1ccc(NC(=O)CC2S/C(=N/N=C3/NC(=O)CS3)NC2=O)cc1 (stereo unspecified),25%,-21%,i,16%,-20%,5%,24,3%,4%
